FUS suppressor = qHTS for Suppressors of FUS Proteinopathy: Primary screen using FUS-linked yeast assay | hit rate 0.24% among 390,000 | S. cerevisiae FUS-expressing, growth rescue, OD600, 24 h | Potency, µM (titrated, usually from 76.6 µM), without a hit: at the top dose growth rescue (activation), actives largely listed as activators;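 note: potency is the fitted concentration of half-maximal effect; plate controls were DMSO vehicle for no effect and reference control for full effect; nearly all actives have a fitted effect of over 55% in size; some results filed as inactive show a strong effect at the top dose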
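Galactose (2%) drives FUS expression in yeast precultured in raffinose; seeding density OD 0.005. Test compounds incubated 24hr at 30C and 99% humidity before absorbance at 600 nm was measured.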
WRN inhibitor = qHTS for Inhibitors of WRN Helicase; WRN helicase unwinding, fluorescent forked duplex, kinetic; Potency, µM (top dose mostly 114 µM), inactives show top-dose activity change, negative = inhibition, actives largely listed as inhibitors; hit rate 0.46% among 360,000; note: potency is the fitted concentration of half-maximal effect; % is set by controls: 0 for no effect and ±100 for the full control effect; nearly all actives have a fitted effect of over 55% in size
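WRN at 20 nM final preincubated with compound 15 min at room temperature; reaction started with 100 nM fluorophore/quencher forked duplex oligonucleotide and 2 mM ATP final. Unwinding followed kinetically by red fluorescence (ex 525, em 598 nm).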
aSyn yeast inh = qHTS of alpha-syn Inhibitors. hit rate 0.14% among 370,000. Potency, µM (top dose mostly 46.1 µM), inactives show at the highest dose growth rescue (activation), hits mostly activators. Yeast expressing alpha-synuclein, growth rescue, BacTiter-Glo, 24 h; note: potency is the fitted concentration of half-maximal effect; % of control where 0% means no effect; nearly all actives have a fitted effect of over 65% in size
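Galactose-induced alpha-syn yeast (OD600=0.02, raffinose-pregrown) + pinned cpd, 24 hr, 30 deg C; growth by BacTiter-Glo luminescence. Growth restoration scores as activation.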
PI5P4K alpha inh = qHTS for Inhibitors of phosphatidylinositol 5-phosphate 4-kinase (PI5P4K) | Phosphatidylinositol 5-phosphate 4-kinase type-2 alpha (Homo sapiens), P48426 | PI5P4Kalpha enzyme, ADP-Glo luminescence, 60 min; active compounds read low | max response, % | hit rate 1.2% among 330,000 | AID 652105, 2013; active = max response of -50% or lower; inconclusive = between -30% and -50%; inactive = -30% or higher; note: value at the top dose of about 77 µM; % is set by controls: 0 for no effect and ±100 for the full control effect
Target sequence (P48426 whole entry, looked up): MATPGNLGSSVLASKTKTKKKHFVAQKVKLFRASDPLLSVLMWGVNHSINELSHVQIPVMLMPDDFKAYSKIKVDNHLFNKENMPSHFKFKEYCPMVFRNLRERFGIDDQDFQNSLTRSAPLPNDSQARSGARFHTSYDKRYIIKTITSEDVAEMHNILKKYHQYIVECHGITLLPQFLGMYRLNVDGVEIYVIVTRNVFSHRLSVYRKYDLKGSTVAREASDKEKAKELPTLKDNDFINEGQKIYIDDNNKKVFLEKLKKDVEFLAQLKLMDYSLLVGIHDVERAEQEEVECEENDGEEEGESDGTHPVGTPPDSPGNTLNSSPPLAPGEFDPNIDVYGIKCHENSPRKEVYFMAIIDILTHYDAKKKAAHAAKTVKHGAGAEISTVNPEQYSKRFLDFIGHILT
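Quantitative HTS of the MLSMR library against PI5P4Kalpha with substrate. ATP added last at 5 microM final; room temperature, 60 minutes. Remaining ATP depleted, ADP converted and read as luminescence.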
Abeta yeast res = qHTS for compounds that reverse cellular toxicity of Amyloid beta (A-beta) peptide in yeast: Primary Screen; Potency, µM (doses to about 46.1 µM), for the others: at the top dose growth rescue, hits mostly activators; hit rate 0.063% among 410,000; yeast expressing A-beta42, growth rescue, OD600, 48 h; response scale: 0% DMSO, 100% iron-clioquinol control; note: potency is the fitted concentration of half-maximal effect; nearly all actives have a fitted effect of over 55% in size
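Growth rescue measured by 600 nm absorbance after 48 h yeast culture at 30 C with compound. Values normalized between DMSO and an equimolar ferric chloride plus clioquinol control.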
IL-2 act = qHTS of IL-2 Activators | hit rate 0.065% among 360,000 | activation, % (series mostly up to about 46 µM) | IL-2 activation reporter assay, cell-based qHTS; stimulated with anti-CD3/CD4/CD28 beads; in transgenic mouse T cells; in the data active = activation above about 50%; inconclusive = mostly about 30% to 49%; note: 0% is about no effect
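Screening format: compound pinned onto unstimulated transgenic mouse T cells, 60 min incubation, then anti-CD3/anti-CD4/anti-CD28 bead stimulation for 18 hours at 37 degrees C, followed by EGFP and DsRed detection.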
EPAC1 ag = qHTS for Agonist of cAMP-regulated guanine nucleotide exchange factor 3 (EPAC1): primary screen | Potency, µM (doses to about 154 µM), for inactives: top-dose activation, most hits filed as activators | AID 720707, 2013 | hit rate 0.073% among 360,000 | EPAC1 agonist qHTS, biochemical assay; response scale: 100% = response to 6.5 mM cAMP | Rap guanine nucleotide exchange factor 3 (Homo sapiens), O95398; note: potency is the fitted concentration of half-maximal effect; nearly all actives have a fitted effect of over 60% in size
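Compounds were pinned as a concentration titration into mixtures of EPAC1 (100 nM), BODIPY-GDP-loaded Rap1B (250 nM) and GDP (50 uM). After 5 min at room temperature, fluorescence was followed for 30 min; activity was scaled to 6.5 mM cAMP.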
PLK1 PBD inh = qHTS for Inhibitors of PLK1-PDB (polo-like kinase 1 - polo-box domain): Primary Screen; Plk1 PBD binding of FITC phosphopeptide, fluorescence polarization; Potency, µM, inactives show max response, negative = inhibition, most hits filed as inhibitors; hit rate 2.8% among 360,000; AID 720504, 2013; note: potency is the fitted concentration of half-maximal effect; series mostly up to about 57 µM; % is set by controls: 0 for no effect and ±100 for the full control effect; nearly all actives have a fitted effect of over 65% in size
Target sequence (P53350 whole entry, looked up, the tested form may be a part): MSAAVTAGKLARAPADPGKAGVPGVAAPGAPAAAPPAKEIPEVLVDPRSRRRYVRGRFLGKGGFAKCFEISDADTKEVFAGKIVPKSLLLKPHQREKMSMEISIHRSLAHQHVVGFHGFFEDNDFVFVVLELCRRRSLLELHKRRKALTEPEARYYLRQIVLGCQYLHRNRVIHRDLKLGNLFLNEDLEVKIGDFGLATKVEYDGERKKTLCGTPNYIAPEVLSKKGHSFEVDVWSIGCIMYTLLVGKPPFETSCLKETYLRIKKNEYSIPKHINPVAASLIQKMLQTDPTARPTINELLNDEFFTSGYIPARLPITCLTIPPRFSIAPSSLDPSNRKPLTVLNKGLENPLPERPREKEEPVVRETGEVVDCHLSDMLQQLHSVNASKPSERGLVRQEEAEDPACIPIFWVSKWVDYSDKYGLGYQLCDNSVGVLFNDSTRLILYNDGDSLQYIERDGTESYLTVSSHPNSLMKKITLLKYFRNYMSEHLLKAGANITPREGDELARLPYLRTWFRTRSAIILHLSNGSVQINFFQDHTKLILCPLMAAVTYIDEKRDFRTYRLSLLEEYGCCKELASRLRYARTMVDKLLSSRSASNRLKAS
EPAC1 antag = qHTS for Antagonist of cAMP-regulated guanine nucleotide exchange factor 3 (EPAC1): primary screen; EPAC1 GEF assay, Rap1b-BODIPY-GDP exchange fluorescence; Potency, µM (series often up to 115 µM), without a hit: at the highest dose activity change, negative = inhibition, most hits filed as inhibitors; hit rate 0.14% among 360,000;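 note: potency is the fitted concentration of half-maximal effect; plate controls were vehicle for no effect and positive control for full effect; nearly all actives have a fitted effect of over 50% in size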
* hit, by the source's call; ? = inconclusive; . = not tested or not shown; & = joins results of further samples; [ ] = remark or other dose. Unless noted, calls come from the whole dose curve; as a rule, active = well fitted curve in the direction sought with a large enough effect; inconclusive = small, poorly fitted or top-dose-only effect, or another doubt; inactive = no such curve, though single readings can be large; an effect the other way counts as inactive or inconclusive. The order is random; any-hit rate near 4.1%.

Start of the data: the first four compounds, ahead of the listing:
SMILES | FUS suppressor | WRN inhibitor | aSyn yeast inh | PI5P4K alpha inh | Abeta yeast res | IL-2 act | EPAC1 ag | PLK1 PBD inh | EPAC1 antag
Cc1cc(C)c(NC(=O)CNC(=O)CN2C(=O)NC3(CCCc4ccccc43)C2=O)c(C)c1 (stereo not given) | 11% | 5% | -3% | 14 | 5% | -1.8 | 2% | -5% | 13%
O=c1oc2ccccc2c(O)c1C=NCc1ccccn1 | -4% | -2% | -17% | 2 | 7% | 1.8 | -10% | -2% | -8%
Cc1ccc(S(=O)(=O)N2CCN(c3nccnc3C#N)CC2)cc1 | 22% | -2% | 10% | 8 | -14% | -0.1 | 2% | -6% | -15%
CC(C)Oc1ccc2c3c(c(=O)oc2c1)CCC3 | -6% | -1% | 9% | . | -3% | -2.7 | 0% | 0% | 6%

The list itself, from the first entry:
SMILES | FUS suppressor | WRN inhibitor | aSyn yeast inh | PI5P4K alpha inh | Abeta yeast res | IL-2 act | EPAC1 ag | PLK1 PBD inh | EPAC1 antag
Cc1cc(C)c(NC(=O)CNC(=O)CN2C(=O)NC3(CCCc4ccccc43)C2=O)c(C)c1 (stereo not given) | 11% | 5% | -3% | 14 | 5% | -1.8 | 2% | -5% | 13%
O=c1oc2ccccc2c(O)c1C=NCc1ccccn1 | -4% | -2% | -17% | 2 | 7% | 1.8 | -10% | -2% | -8%
Cc1ccc(S(=O)(=O)N2CCN(c3nccnc3C#N)CC2)cc1 | 22% | -2% | 10% | 8 | -14% | -0.1 | 2% | -6% | -15%
CC(C)Oc1ccc2c3c(c(=O)oc2c1)CCC3 | -6% | -1% | 9% | . | -3% | -2.7 | 0% | 0% | 6%
Cc1cc(SCc2ccccc2Cl)nc(=O)[nH]1 | 3% | 1% | -12% | 4 | 6% | 1.4 | 5% | 4% | 1%
CCOc1ccc(OCc2ccc(C(=O)Nc3cccnc3)o2)cc1 | 7% | -13% | -1% | 6 | 27% | -0.3 | 6% | -13% | -11%
O=C1CCCN1CCC1CCN(C2CC(=O)N(Cc3ccc(N4CCCC4=O)cc3)C2=O)CC1 (stereo not given) | -1% | -4% | 20% | . | -7% | -1.5 | -4% | -4% | -4%
C[C@@H]1CN([C@@H](C)CO)C(=O)CCCn2nncc2CO[C@H]1CN(C)C(=O)CCC(F)(F)F | -20% | 9% | -6% | -5 | -5% | -0.1 | -6% | -3% | 13%
O=S1(=O)CCN(C(CCO)c2cccc(C(F)(F)F)c2)CC1 (stereo not given) | 2% | -31% | -2% | -3 | -1% | 3.1 | 2% | -17% | -9%
Cc1cccc(N2CC(C(=O)NCc3ccco3)CC2=O)c1C (stereo not given) | -4% | -5% | 0% | -2 | -7% | -0.2 | 12% | -7% | -5%
CCN(CC)S(=O)(=O)c1ccc2oc(C(=O)NCc3ccc(C)cc3)c(C)c2c1 | -3% | -9% | -5% | . | 6% | -1.0 | 6% | ? | -2%
COc1ccc([C@@H]2CC(=O)c3c(O)cc(O)cc3O2)cc1O | -25% | 2% | 0% | -11 | 4% | 0.4 | -23% | 2% | 12%
CC1CCC(NC(=O)c2nn(C)c(=O)c3ccccc23)CC1 (stereo not given) | -34% | 5% | 0% | -10 | -10% | 3.4 | 6% | -8% | -4%
COc1cccc(-c2csc(NC(=O)C3CC3)n2)c1 | 2% | 7% | -25% | 3 | 13% | -3.7 | -8% | -3% | 0%
COc1ccc(C2=NN(CCC(=O)NC3CCCCC3C)C(=O)CC2)cc1 (stereo not given) | 12% | 7% | -4% | 8 | -4% | 0.5 | -15% | 2% | 5%
C/C(N)=C(/C#N)C(=O)COC(=O)c1cc(C)n(-c2ccc(F)cc2)c1C | -7%&11% | 10%&-9% | 11%&1% | 1&5 | 5%&16% | -0.4&0.0 | -6%&-4% | -1%&-6% | -18%&-23%
O=C(N[C@H]1C/C=C\C[C@H](CC(=O)N(CCO)Cc2ccccc2)C(=O)N[C@H](Cc2c[nH]c3ccccc23)COC1=O)OCC1c2ccccc2-c2ccccc21 | 22µM* | -4% | 2% | -13 | 1% | -0.7 | 6% | 2% | -8%
Cn1cc(S(=O)(=O)N2CCNCC2)cc1C(N)=O | . | 2% | -9% | 1 | 0% | -5.6 | 9% | 1% | 15%
CCN1CCN(C(c2cccs2)C(C)NS(=O)(=O)c2ccc(C)cc2)CC1 (stereo not given) | -21% | 5% | 1% | 5 | -15% | 3.4 | -10% | -3% | -20%
O=C(CSc1cccc[n+]1[O-])c1ccccc1Br | 12% | 0% | ? | -12 | ? | -0.2 | 6% | -11% | -18%
CCCOc1ccc(S(=O)(=O)NCCCN2CCOCC2)c2ccccc12 | 8% | -3% | 3% | 4 | 8% | 0.4 | 0% | -5% | -2%
Cc1ccc(S(=O)(=O)NN=C2C(=O)C3CCC2C3Cl)cc1 (stereo not given) | . | -2% | -6% | 7 | -1% | -1.9 | -4% | -4% | -5%
CCNc1nnc(CSc2nc3ccccc3s2)s1 | -26% | -1% | -8% | -10 | -1% | -2.2 | 1% | -20% | 6%
COC(=O)c1ccc(NC(=O)CSc2nnc(C(C)NC(=O)c3ccccc3Cl)n2C)cc1 (stereo not given) | 7% | 2% | -5% | 1 | 4% | 0.1 | 0% | -11% | 6%
O=C(Nc1ccc(C(=O)N2CCCCC2)cc1)C1CCCC1 | -32% | 6% | -5% | 1 | -4% | -0.3 | -11% | 2% | 5%
CCN(CC)CCOCCOc1ccccc1F | -28% | -5% | -8% | . | 2% | -1.7 | 2% | -1% | -4%
O=C(CSc1nnc2ccc(-c3cccnc3)nn12)Nc1ccc(F)cc1 | 17% | -11% | -3% | 0 | -4% | 3.6 | 0% | -1% | 4%
O=C(c1cccs1)N(c1ccc(Br)cc1)C1C=CS(=O)(=O)C1 (stereo not given) | -10% | -3% | -1% | 10 | -6% | 0.8 | -9% | -8% | ?
CC1CN(CC(=O)Nc2ccc([N+](=O)[O-])cc2Br)CC(C)O1 (stereo not given) | 16% | -1%[57.1 µM] | 0% | 3 | -4% | 1.3 | 1% | 3% | -1%
O=C(NCC(=O)N1CCN(Cc2ccccc2)CC1)c1cc(Cl)cc([N+](=O)[O-])c1 | -3% | -3% | 11% | 3 | -6% | 0.3 | 1% | -13% | 13%
COC(=O)c1ccc(/C=C2\Oc3ccccc3NC2=O)cc1 | -3% | 2%[57.1 µM] | -5% | -9 | 12% | -3.5 | 7% | 3% | 17%
Cc1c(N(CC(=O)O)S(=O)(=O)c2ccccc2)c(=O)n(-c2ccccc2)n1C | -24% | 6% | -1% | 8 | -18% | -0.9 | 3% | -5% | -12%
COc1ccc([N+](=O)[O-])cc1NC(=O)CCN1CCN(c2ccccc2)CC1 | -2% | 2% | 5% | 1 | 12% | 3.0 | -2% | -6% | 8%
CCOC(=O)N1CCN(C2CC(=O)N(c3ccc(C)cc3)C2=O)CC1 (stereo not given) | -8% | -2% | -5% | 7 | -21% | 0.4 | 1% | -7% | 7%
C=CCNC(=O)c1onc(CSc2ccccc2C)c1C(=O)O | -13% | -7% | 3% | -16 | 4% | -2.9 | 3% | 0% | 13%
O=C(O)CCCCCN1C(=O)CCC1=O | -3% | 5% | 6% | 1 | 13% | -0.6 | -4% | -5% | -2%
O=C(c1ccco1)N1CCN(Cc2c(F)cccc2Cl)CC1 | -1% | 2% | 1% | 0 | -3% | -0.8 | 3% | -11% | -2%
CN(C(=O)CSc1nnc(C(F)(F)F)n1C)c1c(N)n(Cc2ccccc2)c(=O)[nH]c1=O | -16% | 10% | -1% | 1 | -6% | 0.7 | 5% | -8% | 12%
Cc1cc(C)cc(OCC(=O)NCc2nc(-c3ccccc3)no2)c1 | -15% | -6% | 19% | . | -3% | -0.8 | 12% | -2% | -11%
Cc1ccc(F)cc1CNC(=O)C1CCC(=O)N(CCCN2CCCC2=O)C1 (stereo not given) | 4% | 2% | -1% | -5 | -3% | -0.9 | 7% | -2% | -4%
Cn1cc(CN2CCC(n3nccc3NC(=O)CCCc3ccccc3)CC2)cn1 | 9% | -3% | -1% | 5 | 11% | -2.2 | 7% | -9% | 7%
Cc1cc(NCc2ccccn2)n2nc(C)c(-c3ccc(Cl)cc3)c2n1 | 11% | -10% | 3% | -2 | -18% | -0.9 | 4% | -14% | 4%
CC(=O)Nc1nnc(CSCc2ccc(F)cc2)s1 | -4% | -3% | -1% | 1 | -3% | 0.7 | 9% | -8% | 8%
COc1ccc(Cl)cc1NC(=O)COC(=O)C1CC(=O)N(Cc2ccccc2)C1 (stereo not given) | 1% | 3% | 1% | 2 | -13% | 0.7 | 4% | -8% | -14%
COc1cc(C2=NOC(C(=O)N3CCN(c4ccc(F)cc4)CC3)C2)cc(OC)c1OC (stereo not given) | 42% | -11% | 0% | . | 4% | -2.4 | 10% | 0% | -10%
CC(C)Cc1ccc(C(C)C(=N)N)cc1 (stereo not given) | 6% | 7% | -6% | 1 | -8% | -1.3 | -13% | -5% | 12%
CC(C)c1nc2sc3c(=O)n(N)cnc3c2c2c1COC(C)(C)C2 | -4% | 2% | 3% | -1 | 9% | -1.0 | -1% | 2% | 3%
CCOC(=O)c1c(N)sc(C(=O)N(C)C)c1CN1CCOCC1 | 34% | 0% | -1% | . | -6% | -1.0 | 8% | -6% | -12%
C/C(=N\N=C1\NC(=O)C(CC(=O)NCc2ccccc2)S1)C(C)C (stereo not given) | 7% | 4% | 1% | 2 | -6% | -5.2 | 7% | -8% | 13%
CC(C)n1nnnc1C1c2ccccc2C(=O)N1Cc1cccc(F)c1 (stereo not given) | -7% | -3% | 1% | 1 | 8% | 1.0 | -2% | -1% | 16%
